Source: PubChem BioAssay (Sanford-Burnham Center for Chemical Genomics)
mIAP act = increases mouse intestinal alkaline phosphatase activity | AID 2805 | muIAP, CDP-Star luminescence, 30 min; stronger effect = higher value; 1 = vehicle-only enzyme signal, 0 = enzyme-free wells | activation factor at 10 µM | 330,000 tested, 0.24% active;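 active means activation factor of at least 2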; further: the source names both 10 and 20 µM as test concentration; values of inactives mirror those of a sister screen read the other way
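also added = chemiluminescent substrate CDP-Star | test system = mouse IAP enzyme | signal = chemiluminescence readout | compound = DMSO-dissolved test compounds | incubation = 30 min at room temperature | benchmarks = DMSO wells, no-enzyme wells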
mIAP inh = blocks mouse intestinal alkaline phosphatase | purified mouse IAP, CDP-Star luminescence, 30 min | inhibition, % at 10 µM | 330,000 tested, 0.2% active;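 active means inhibition of at least 40% at 10 µM in the primary screen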;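 further: plate controls were DMSO with enzyme for no effect and no enzyme wells for full effect; values of inactives mirror those of a sister screen read the other way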
beta cell repl = inducers of beta-cell replication in MIN6 cells; proliferation, % at 10 µM; MIN6 cells proliferation, ATPlite luminescence, 48 h; cells starved in 0.2% serum; 100% = growth in 10% serum; 330,000 tested, 0.29% active;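 active means compounds whose signal lies at least 3.5 SD above the mean of all wells on their plate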;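 further: 0% = DMSO-treated cells in low-serum medium and 100% = 10% serum control; some compounds called inactive have numbers as strong as hits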
APOBEC3A inh = blocks human APOBEC3A ssDNA deamination. recombinant A3A, FAM/TAMRA ssDNA deamination fluorescence. inhibition, % at 20 µM. P31941. AID 493011. 330,000 tested, 0.41% active;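 active means at least 40% inhibition at 20 µM here, with at most 30% in a related deaminase screen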;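 further: plate controls were A3A with DMSO for no effect and wells lacking A3A enzyme for full effect; some results filed as inactive read as strong as hits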
Target sequence (P31941 whole entry, looked up): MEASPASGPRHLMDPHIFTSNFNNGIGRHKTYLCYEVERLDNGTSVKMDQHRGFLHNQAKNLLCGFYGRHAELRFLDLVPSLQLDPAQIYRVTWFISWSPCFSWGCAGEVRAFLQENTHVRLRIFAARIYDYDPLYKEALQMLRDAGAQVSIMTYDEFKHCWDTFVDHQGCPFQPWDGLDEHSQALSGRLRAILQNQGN
NALP3 yeast inh = inhibitors of NALP3 inflammasome in yeast; Yeast reconstituted NLRP3/ASC/caspase-1, beta-gal luminescence, 24 h; AID 2825; 330,000 tested, 0.39% active; inhibition, % at 10 µM;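 active means inhibition of 50% or more; inactive means inhibition below 50%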;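 further: plate controls were induced DMSO wells for no effect and uninduced yeast grown without galactose for full effect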
SENP1 inh = blocks the human SENP1 SUMO protease catalytic domain; recombinant SENP1 catalytic domain, CyPet-SUMO1-YPet FRET cleavage; inhibition, % at 10 µM; 360,000 tested, 0.21% active; AID 624204;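 active means inhibition at least 30% at 10 µM, raw YFP signal under a set limit, fluorescence ratio 0.5 to 1.5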;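 further: 0% = enzyme with DMSO and 100% = no enzyme wells; some results filed as inactive read as strong as hits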
Target sequence (Q9P0U3 419-644 limits assumed): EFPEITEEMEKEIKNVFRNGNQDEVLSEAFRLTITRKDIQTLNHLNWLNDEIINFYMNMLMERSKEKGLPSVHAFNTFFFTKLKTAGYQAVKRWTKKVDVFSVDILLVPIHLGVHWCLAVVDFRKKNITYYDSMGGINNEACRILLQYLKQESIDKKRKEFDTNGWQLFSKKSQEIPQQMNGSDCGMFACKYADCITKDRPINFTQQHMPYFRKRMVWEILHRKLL
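Test system: human SENP1 catalytic domain; medium: Tris pH 8 buffer plus EDTA, NaCl, BME, BSA, NP40, catalase; incubation: 50 min reaction at room temperature; technique: FRET, CFP and YFP emission; controls: no-enzyme low control and enzyme-plus-DMSO high control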
hIAP inh = human IAP inhibition; P09923; purified IAP, CDP-Star luminescence, 30 min; inhibition, % at 10 µM; 330,000 tested, 0.12% active;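 active means inhibition reaching a set limit with compound at 10 µM in the primary screen, cut at about 35% in these data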;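 further: plate controls were DMSO wells with enzyme for no effect and no-enzyme buffer wells for full effect; values of inactives mirror those of a sister screen read the other way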
hIAP act = increases human intestinal alkaline phosphatase activity. purified human IAP, CDP-Star luminescence, 30 min; stronger effect = higher value; 1 = vehicle-only enzyme, 0 = enzyme-free background. AID 2524. activation factor at 10 µM. 330,000 tested, 0.16% active;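 active means activation factor of the enzyme at least 2-fold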; further: the source names both 10 and 20 µM as test concentration; values of inactives mirror those of a sister screen read the other way
A3G deaminase = inhibitors of human APOBEC3G DNA deaminase; recombinant A3G, ssDNA deamination FAM/TAMRA fluorescence; 330,000 tested, 0.28% active; AID 493012; Q9HC16; inhibition, % at 20 µM;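 active means inhibition of at least 40% at 20 µM, with no more than 30% in the related APOBEC3A deaminase screen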;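 further: plate controls were DMSO wells with A3G for no effect and wells lacking A3G enzyme for full effect; some compounds called inactive have numbers as strong as hits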
Target sequence (Q9HC16 whole entry, looked up): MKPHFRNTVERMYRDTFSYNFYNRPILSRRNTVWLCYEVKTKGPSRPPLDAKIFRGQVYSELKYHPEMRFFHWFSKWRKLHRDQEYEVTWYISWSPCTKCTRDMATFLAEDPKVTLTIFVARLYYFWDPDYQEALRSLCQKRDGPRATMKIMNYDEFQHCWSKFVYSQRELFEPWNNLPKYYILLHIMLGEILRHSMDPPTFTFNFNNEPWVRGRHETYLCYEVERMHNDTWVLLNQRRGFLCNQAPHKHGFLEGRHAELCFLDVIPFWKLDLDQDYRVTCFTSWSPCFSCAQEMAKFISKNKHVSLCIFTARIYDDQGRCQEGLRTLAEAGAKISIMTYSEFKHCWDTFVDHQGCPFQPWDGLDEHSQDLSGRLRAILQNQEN
* hit, by the source's call; & = joins results of further samples. The list is partial; the hit share may differ from the screen's.

Preview (16 entries):
SMILES	mIAP act	mIAP inh	beta cell repl	APOBEC3A inh	NALP3 yeast inh	SENP1 inh	hIAP inh	hIAP act	A3G deaminase
O=C(NCc1ccc(Cl)cc1)c1n[nH]c([N+](=O)[O-])c1Cl	0.97	3	-1	0	11	1	3	0.97	-4
Cn1nnnc1SCC(=O)c1ccc(Br)s1	0.99	1	-1	0	7	1	-15	1.2	1
CCN(CC)c1ccc2c(c1)oc(=O)c1c(Cl)cc(=O)oc12	0.93	7	-7	0	6	-25	23	0.77	-5
CCc1nnc(NC(=O)CSc2nc3cccnc3n2C2CCCCC2)s1	0.97	3	-2	3	14	-4	-8	1.1	-1
Cc1cccc2nc(-c3ccco3)oc(=O)c12	0.91	9	1	-2	10	3	-7	1.1	-7
COC(=O)c1ccc([C@@H]2C[C@H]3CN(Cc4cccnc4)C(=O)[C@]34CCCN24)cc1	0.99	1	-1	7	10	2	-9	1.1	-4
CCOc1cc(CNc2ccc(N3CCCCC3)cc2)cc(Br)c1OCC(=O)NC(C)(C)C	0.94	6	0	-8	5	-3	-5	1	-7
CC1CCN(c2ccc3nnc(CCC(=O)Nc4ccc(F)cc4)n3n2)CC1	0.97	3	3	-2	4	-1	-2	1	-4
CNc1ccc(/C=C(\C#N)c2ccccn2)cc1[N+](=O)[O-]	0.84	16	-4	0	14	46*	7	0.93	-2
CC(C)Cn1c(N)c(/C=N/NC(=O)c2ccc(Cl)cc2)c(=O)n(C)c1=O	1	-1	6.5*	1	6	1	-47	1.5	-7
CCc1ccc(/C=C(\Cl)c2nc3cc(Cl)ccc3c(=O)[nH]2)cc1	0.95	5	0	3	20	-9	10	0.9	-6
C=CCOc1ccccc1C1C2=C(CC(C)(C)CC2=O)Nc2c1c(=O)n(C)c(=O)n2C (configuration not stated)	0.98	2	-4	2	6	-13	-18	1.2	-3
C/C=C/C(=O)Nc1nnc(-c2ccccc2C)s1	1	0	-1	-1	22	-2	2	0.98	-5
CCC(CO)NCc1ccc2c(c1)n(C)c(=O)n2C (configuration not stated)	0.99	1	-3	-5	-4	-3	4	0.96	-6
CC1CCN(S(=O)(=O)N2CCC(C(=O)NCc3cccs3)CC2)CC1	0.98	2	-2	1	7	3	-7	1.1	-4
Cn1c(=O)c2c(nc(SCCN3CCCCC3)n2C)n(C)c1=O	1.1	-7	0	3	10	2	-36	1.4	3

The list itself, from the start:
SMILES	mIAP act	mIAP inh	beta cell repl	APOBEC3A inh	NALP3 yeast inh	SENP1 inh	hIAP inh	hIAP act	A3G deaminase
O=C(NCc1ccc(Cl)cc1)c1n[nH]c([N+](=O)[O-])c1Cl	0.97	3	-1	0	11	1	3	0.97	-4
Cn1nnnc1SCC(=O)c1ccc(Br)s1	0.99	1	-1	0	7	1	-15	1.2	1
CCN(CC)c1ccc2c(c1)oc(=O)c1c(Cl)cc(=O)oc12	0.93	7	-7	0	6	-25	23	0.77	-5
CCc1nnc(NC(=O)CSc2nc3cccnc3n2C2CCCCC2)s1	0.97	3	-2	3	14	-4	-8	1.1	-1
Cc1cccc2nc(-c3ccco3)oc(=O)c12	0.91	9	1	-2	10	3	-7	1.1	-7
COC(=O)c1ccc([C@@H]2C[C@H]3CN(Cc4cccnc4)C(=O)[C@]34CCCN24)cc1	0.99	1	-1	7	10	2	-9	1.1	-4
CCOc1cc(CNc2ccc(N3CCCCC3)cc2)cc(Br)c1OCC(=O)NC(C)(C)C	0.94	6	0	-8	5	-3	-5	1	-7
CC1CCN(c2ccc3nnc(CCC(=O)Nc4ccc(F)cc4)n3n2)CC1	0.97	3	3	-2	4	-1	-2	1	-4
CNc1ccc(/C=C(\C#N)c2ccccn2)cc1[N+](=O)[O-]	0.84	16	-4	0	14	46*	7	0.93	-2
CC(C)Cn1c(N)c(/C=N/NC(=O)c2ccc(Cl)cc2)c(=O)n(C)c1=O	1	-1	6.5*	1	6	1	-47	1.5	-7
CCc1ccc(/C=C(\Cl)c2nc3cc(Cl)ccc3c(=O)[nH]2)cc1	0.95	5	0	3	20	-9	10	0.9	-6
C=CCOc1ccccc1C1C2=C(CC(C)(C)CC2=O)Nc2c1c(=O)n(C)c(=O)n2C (configuration not stated)	0.98	2	-4	2	6	-13	-18	1.2	-3
C/C=C/C(=O)Nc1nnc(-c2ccccc2C)s1	1	0	-1	-1	22	-2	2	0.98	-5
CCC(CO)NCc1ccc2c(c1)n(C)c(=O)n2C (configuration not stated)	0.99	1	-3	-5	-4	-3	4	0.96	-6
CC1CCN(S(=O)(=O)N2CCC(C(=O)NCc3cccs3)CC2)CC1	0.98	2	-2	1	7	3	-7	1.1	-4
Cn1c(=O)c2c(nc(SCCN3CCCCC3)n2C)n(C)c1=O	1.1	-7	0	3	10	2	-36	1.4	3
C[N+]1(C)CC2([N+](=O)[O-])CC=C(Oc3ccccc3)C([N+](=O)[O-])(C2)C1 (configuration not stated)	0.98	2	-2	39	22	1	4	0.96	48
CCS(=O)(=O)c1nc(S(=O)(=O)c2ccc(C)cc2)c(N2CCN(CCO)CC2)s1	1	-3	7	-4	-8	0	-2	1	-7
CC1(C)C(=O)Nc2ccccc2N1C(=O)COC(=O)CSc1ccc(Cl)cc1	0.96	4	4	5	22	6	11	0.89	-3
O=S(=O)(Nc1ccccc1O)c1ccc(-c2ccccc2)cc1	0.82	18	-6	2	20	0	-29	1.3	-3
CC1CCCC(NC(=O)C2c3ccccc3C(=O)N2Cc2cccs2)C1C (configuration not stated)	1.3	-29	0.0*	0	4	0	5	0.95	2
O=C(Nc1nncs1)C1CC(=O)N(CCc2ccc(F)cc2)C1 (configuration not stated)	1.1	-10	1	3	20	1	-6	1.1	2
Cc1ccc(-c2c3c(=O)n(C)c(=O)n(C)c3cn2N2CCOCC2)cc1	1	-2	-2	0	10	-2	-3	1	1
CCCCOC(=O)/C=C/c1ccc(OC(=O)OC)c(OC(=O)OC)c1	1	-2	0	-3	22	-43	-6	1.1	-6
CC(Oc1cccc(Cl)c1)C(=O)Nc1cc(Cl)ccc1N1CCOCC1 (configuration not stated)	0.94	6	-7	0	9	2	7	0.93	-3

Part of the list above, field by field:
CC1CCCC(NC(=O)C2c3ccccc3C(=O)N2Cc2cccs2)C1C (configuration not stated)
  mIAP act: 1.3
  mIAP inh: -29
  beta cell repl: 0.0*
  APOBEC3A inh: 0
  NALP3 yeast inh: 4
  SENP1 inh: 0
  hIAP inh: 5
  hIAP act: 0.95
  A3G deaminase: 2
O=C(Nc1nncs1)C1CC(=O)N(CCc2ccc(F)cc2)C1 (configuration not stated)
  mIAP act: 1.1
  mIAP inh: -10
  beta cell repl: 1
  APOBEC3A inh: 3
  NALP3 yeast inh: 20
  SENP1 inh: 1
  hIAP inh: -6
  hIAP act: 1.1
  A3G deaminase: 2

Other compounds:
SMILES	mIAP act	mIAP inh	beta cell repl	APOBEC3A inh	NALP3 yeast inh	SENP1 inh	hIAP inh	hIAP act	A3G deaminase
CCC1(c2ccc(F)cc2)NC(=O)N(CC(=O)Nc2ccccc2C)C1=O (configuration not stated)	1	-4	-1	0	20	0	3	0.97	-10
Cc1cc(C)n(C(=O)/C(C#N)=N/Nc2cc(Cl)cc(Cl)c2)n1	0.87	13	-6	-5	8	3	26	0.74	-6
COc1ccc(-c2ccc3nnc(SCC(=O)Nc4ccc(NC(C)=O)cc4)n3n2)cc1	0.99	1	1	-1	0	-2	2	0.98	-9
Clc1ccc2c(c1)nc1n2CCCC1	1	-1	-2	-5	21	3	19	0.81	-7
Cc1ccc(OCCCC(=O)Nc2ccc(S(=O)(=O)Nc3cc(C)nc(C)n3)cc2)cc1	0.86	14	-5	-3	14	-1	6	0.94	-9
Cc1ccc(OCC(=O)Nc2ccc(S(=O)(=O)Nc3onc(C)c3C)cc2)cc1	1.1	-10	-1	-4	20	3	-13	1.1	-5
C#Cc1ccc(C(=O)Nc2ccc(N3CCC(C)CC3)c(C(N)=O)c2)cc1	1.1	-10	-2	2	9	5	4	0.96	-7
CCOc1ccc(S(=O)(=O)N2CCOCC2)cc1NC(=O)CSCC(=O)Nc1ccc(C)cc1	1	-2	1	4	5	1	4	0.96	-7
CCn1c(SCC(=O)Nc2cc3oc4ccccc4c3cc2OC)nnc1-c1cccs1	0.97	3	-4	-4	9	1	7	0.93	-11
O=C(Nc1cccc2ccccc12)c1cccc([N+](=O)[O-])c1	1	-5	-3	-2	45	1	3	0.97	-7
O=C(Cc1ccc(Cl)c(Cl)c1)Nc1ccc(SC(F)F)cc1	1.3	-34	-6	-3	18	1	8	0.92	-6
C/C(=N\NS(=O)(=O)c1ccc(C)c([N+](=O)[O-])c1)c1cc2ccccc2o1	1	-5	-4	2	15	-1	-2	1	-1
COc1ccc(Cc2nc3ccc(C(=O)N(C)CCn4ccnc4)cc3o2)cc1OC	1.1	-8	-1	-3	7	-3	-6	1.1	13
O=C(Cn1cccc1C(=O)c1ccccc1)NCCC1=CCCCC1	0.94	6	-2	0	10	-1	22	0.78	-5
OCCN1CCN(C(=S)Nc2cccc(C(F)(F)F)c2)CC1	1.1	-11	1	-5	-4	2&1	5	0.95	-6
CN(C)S(=O)(=O)c1cc(NC(=O)COC(=O)Cc2cccc3ccccc23)ccc1Cl	1.1	-7	0	-3	3	4	11	0.89	-4
CC1CC(C)CN(CCC(=O)Nc2cccc(Cl)c2)C1 (configuration not stated)	1	0	1	0	19	-4	1	0.99	-3
O=C1OCCC1Sc1nc(-c2ccccc2)cs1 (configuration not stated)	1.1	-5	-2	-4	28	1	11	0.89	-8
N#Cc1c(Nc2ccccc2)sc(C(=O)c2ccc(F)cc2)c1N	0.8	20	-4	-1	13	2	-1	1	-5
O=S(=O)(c1ccc(OCC(O)CN2CCCCC2)cc1)N1CCOCC1 (configuration not stated)	1	-5	-2	-2	3	1	2	0.98	-2
C[C@@H]1CN([C@@H](C)CO)C(=O)c2cc(NS(C)(=O)=O)ccc2O[C@@H]1CN(C)S(=O)(=O)c1ccccc1	0.95	5	-4	-1	4	1	-7	1.1	-4
CC(C)Nc1nc(SC(C)C(=O)Nc2ccccc2)nc(N(C)C)n1 (configuration not stated)	1.2	-17	-3	-4	9	2	-27	1.3	-6
COc1ccc(N2CCN(S(=O)(=O)CCNC(=O)/C=C/c3ccccc3)CC2)cc1	1.1	-10	-3	2	34	0	9	0.91	16
O=C(Cc1cccc2ccccc12)Nc1cc(C(=O)O)cc(C(=O)O)c1	1	-2	-3	-4	8	0	-16	1.2	-11
O=C(CC(c1ccccc1)c1cc(Cl)ccc1O)NCCCN1CCOCC1 (configuration not stated)	1	0	-2	-6	15	2	-5	1.1	-8
C=C(C)[C@H]1CC=C(C)/C(=N/NC(=O)CNc2ccccc2OC)C1	0.88	12	5	29	-7	-1	18	0.82	-8
O=C(Nc1ccc(S(=O)(=O)Nc2ccccc2)cc1)c1ccc(CN2CCOCC2)cc1	1	-5	-3	-2	0	2	4	0.95	-1
Cc1cc(C)c(S(=O)(=O)N2CCN(C(=O)c3cc(=O)[nH]c4ccccc34)CC2)c(C)c1	1	0	0	1	-3	-1	-4	1	-2
O=C(c1ccco1)N1CCN(c2ncnc3scc(-c4ccccc4)c23)CC1	0.95	5	-2	-2	-2	3	15	0.85	-1
O=C(CSCc1ccc(F)cc1)NCc1ccco1	1.2	-18	-4	-3	-3	0	-6	1.1	-5
